D1 antag: antagonists of human D1 dopamine receptor; 3.2% of 360,000 active; HEK293 TREx D1 cells, calcium flux, dopamine EC80; active compounds read low; P21728; activity change, negative = inhibition, % at 10 µM; in the data active = activity change below about -30%; note: % is set by controls: 0 for no effect and ±100 for the full control effect
Target sequence (P21728 whole entry, looked up): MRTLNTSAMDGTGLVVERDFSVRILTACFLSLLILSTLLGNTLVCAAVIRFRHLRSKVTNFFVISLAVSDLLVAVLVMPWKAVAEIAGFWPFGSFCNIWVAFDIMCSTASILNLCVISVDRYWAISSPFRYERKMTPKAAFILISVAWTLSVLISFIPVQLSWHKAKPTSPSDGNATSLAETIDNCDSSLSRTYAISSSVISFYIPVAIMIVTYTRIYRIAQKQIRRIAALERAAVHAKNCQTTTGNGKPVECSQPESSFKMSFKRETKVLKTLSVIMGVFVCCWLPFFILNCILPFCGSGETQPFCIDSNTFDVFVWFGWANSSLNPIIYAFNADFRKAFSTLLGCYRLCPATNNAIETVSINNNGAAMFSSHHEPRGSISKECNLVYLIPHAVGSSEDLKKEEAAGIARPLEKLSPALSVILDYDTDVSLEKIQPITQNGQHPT
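HEK293 T-REx cells expressing inducible, force-coupled D1 receptor; no-wash Ca dye, 30–90 min RT. Cmpd → 180 s read at 1 Hz → EC80 DA → 180 s read.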
TRHR agonist: agonists of human TRH receptor. AID 493084. P34981. TRHR cells, calcium flux fluo-8, FDSS agonist mode. activation, % at 2 µM. 0.18% of 360,000 active; note: 0% is about no effect
Target sequence (P34981 whole entry, looked up): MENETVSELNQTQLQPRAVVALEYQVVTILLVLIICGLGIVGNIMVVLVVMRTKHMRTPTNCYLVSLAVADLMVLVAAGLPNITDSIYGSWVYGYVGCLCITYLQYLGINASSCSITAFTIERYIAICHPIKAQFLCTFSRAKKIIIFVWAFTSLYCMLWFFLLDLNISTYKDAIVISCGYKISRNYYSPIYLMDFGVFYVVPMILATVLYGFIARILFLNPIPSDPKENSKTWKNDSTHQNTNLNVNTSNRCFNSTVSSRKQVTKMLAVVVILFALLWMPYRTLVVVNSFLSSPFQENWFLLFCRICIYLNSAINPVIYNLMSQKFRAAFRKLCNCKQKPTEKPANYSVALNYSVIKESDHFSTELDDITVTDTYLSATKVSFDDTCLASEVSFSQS
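TRHR-expressing cells, plated overnight in medium with 10% serum, were loaded with fluo-8 calcium dye at room temperature. After a 10 s baseline, library compound was pin-added and calcium release was recorded kinetically (ex 480/em 530) as agonist response.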
RXFP1 antagonist: RXFP1 (human) relaxin receptor antagonism; HEK293-RXFP1, relaxin-stimulated cAMP HTRF, 30 min; active compounds read low; 0.59% of 350,000 active; activity change, negative = inhibition, % at 57.5 µM; Q9HBX9;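 active = activity change of -60% or lower, but not beyond a set lower limit; inconclusive = change between -60% and -40%, or beyond the set limit; inactive = change above -40%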; note: % is set by controls: 0 for no effect and ±100 for the full control effect
D2 PAM: D2 dopamine receptor (human) potentiation. P14416. HEK293 T-REx D2, calcium flux, EC20 dopamine potentiation. potentiation, % at 10 µM. 0.34% of 340,000 active;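 active = potentiation over 3 SD above the plate norm, cut at about 30% in these data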; note: 0% is about no effect
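Tetracycline-induced Hek293 Trex D2 cells, force-coupled to calcium, loaded with no-wash calcium dye. Compound added with 180 s kinetic read for agonism, then EC20 dopamine and a further 180 s read for potentiation.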
D1 ag: agonists of human D1 dopamine receptor; P21728; HEK293 T-REx D1 cells, calcium flux, agonist mode; activation, % at 2 µM; 1% of 360,000 active; AID 504660; note: 0% is about no effect
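Tetracycline-induced HEK293 TREx D1 cells, force-coupled to calcium signalling, were dye-loaded with a no-wash calcium kit. Compound was pin-added after a 10 s baseline. Fluorescence was read kinetically at 1 cycle/s for 180 s, with calcium rises flagged as agonism.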
D2 antag: antagonizes the human D2 dopamine receptor. 2% of 340,000 active. P14416. inhibition, % at 10 µM. HEK293 TREx D2 cells, calcium flux, dopamine EC80; in the data active = inhibition above about 30%; note: 0% is about no effect
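Inhibition of EC80 dopamine-driven calcium flux, recorded kinetically, defines activity here; cells are a tetracycline-induced HEK293 T-REx line expressing force-coupled D2.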
TRHR enhancer: allosterically enhances the human TRH receptor; enhancement, % at 2 µM; AID 493056; TRHR cells, fluo-8 calcium fluorescence, EC20 TRH enhancement; 0.66% of 360,000 active; in the data active = enhancement above about 30%; note: 0% is about no effect
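TRHR-expressing cells loaded with fluo-8 calcium dye were read kinetically (ex 480/em 530) during compound addition, then stimulated with an EC20 of TRH (10 nM final). Enhancement of the Gq-mediated intracellular calcium response was scored.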
D1 potentiator: potentiators of human D1 dopamine receptor. AID 504651. HEK293 TREx D1 cells, calcium flux, dopamine EC20 potentiation. P21728. 0.036% of 360,000 active. potentiation, % at 10 µM; in the data active = potentiation above about 30%; note: 0% is about no effect
D2 agonist: D2 dopamine receptor (human) agonism. AID 485358. HEK293 T-REx D2 cells, calcium flux agonist mode. P14416. 0.53% of 340,000 active. activation, % at 2 µM;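 active = activation over 3 SD above normal in the single-dose calcium agonist read, cut at about 30% in these data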; note: 0% is about no effect
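Agonism is scored from calcium flux in a force-coupled, inducible HEK293 cell line expressing D2, read kinetically for 180 s after compound addition against dopamine controls.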
* marks the source's active call; other numbers are inactive results; ? = inconclusive; · = no result given. Cut-off read from the data, not from the text of the source, unless noted: active = activation above about 30%; inactive = the rest.

SMILES	D1 antag	TRHR agonist	RXFP1 antagonist	D2 PAM	D1 ag	D2 antag	TRHR enhancer	D1 potentiator	D2 agonist
COc1ccc(-n2ccn(Cc3ccccc3C)c(=O)c2=O)cc1	-12	1.2	3	3	13	·	14	-5	0.1
O=C(Nc1nnc2n1CCS2)c1ccc(F)cc1F	8	0.4	9	-4	0	·	-1	3	1.7
CCc1ccccc1NC(=O)Cn1nc(-c2cc(C)ccc2C)c2c(c1=O)CCCC2	-5	-1.6	·	0	0	·	-19	-1	3.7
CCOc1cc(/C=N/NC(N)=O)ccc1OCC(=O)Nc1ccc(C)c(C)c1	-9	-0.8	-4	2	0	-5	1	-9	0.7
O=C(O)c1ccc2nc(-c3ccco3)c(-c3ccco3)nc2c1	0	1.0	?	20	2	13	-7	-1	0.9
COc1ccc(C2=NOC(C(=O)NCc3ccco3)C2)cc1 (stereo unspecified)	11	-0.1	-5	7	2	-6	1	7	0.1
OCCC1CN(Cc2ccc3cccc(F)c3n2)CCN1Cc1ccccc1 (stereo unspecified)	-1	0.6	-9	0	-2	-8	3	-3	3.2
COc1cccc(Nc2nnc(SCC3CCCCO3)s2)c1 (stereo unspecified)	-6	-0.2	-8	-28	0	-2	7	-2	-0.7
C=C(C)COc1ccc(-c2ncncc2Oc2ccc(OC)cc2)c(O)c1	2	1.6	-12	-1	20	3	12	-4	-1.8
COC(=O)C(C(C)C)N1CCc2c(C)nc3c(C#N)cnn3c21 (stereo unspecified)	6	-1.1	1	12	1	-13	1	-6	0.2
Cc1cc(OCC(=O)NCCCN2CCCC2=O)c2c(C)c(C)c(=O)oc2c1	-3	-0.1	-1	2	1	6	1	0	-0.2
O=C(Nc1nccs1)C1CCCN1S(=O)(=O)c1ccc(F)cc1 (stereo unspecified)	0	-0.9	-9	9	6	5	-1	-2	-0.7
COc1ccc(CCNC(=O)CCc2c(C)nc3c(c(C)nn3-c3ccccc3)c2C)c(OC)c1	-5	-0.6	-5	3	4	·	0	-2	0.6
CN1CCN(S(=O)(=O)c2cccc(C(=O)Nc3sccc3C(N)=O)c2)CC1	-14	0.2	-3	1	-1	2	0	-5	-0.7
Cc1ccc(NC(=O)Cn2c(=O)cc(-c3ccccc3)c3c(C)nn(C)c32)c(Cl)c1	19	0.0	-15	10	5	·	0	-1	-0.3
Cc1ccc(S(=O)(=O)Nc2c(C)nn(C)c2C)cc1C	-8	0.2	3	-10	1	-9	11	-2	0.3
COC(=O)/C=C1/S/C(=N/N=C/c2ccc(N(C)C)cc2)NC1=O	12	-0.4	·	2	2	5	0	-2	-0.3
O=C(Nc1ccc(COc2ccccc2)cc1)c1cccc([N+](=O)[O-])c1	2	-2.2	-11	1	1	-4	2	-2	-0.8
CCN1CCN(C(c2cccs2)C(C)NC(=O)c2ccco2)CC1 (stereo unspecified)	21	0.8	7	8	3	2	-1	0	1.7
O=C1NC(=S)CN1c1ccccc1	-4	1.0	1	-6	1	3	3	-1	0.3
CC(Oc1ccc(C(=O)NC2CCCCC2)cc1)C(=O)O (stereo unspecified)	-9	0.3	-7	-5	3	3	-2	12	-0.1
O=C(NCCCN1CCCC1=O)c1ccc2c(c1)NC(=O)C(N1CCOCC1)S2 (stereo unspecified)	8	-2.3	·	·	1	33*	1	7	0.5
CCCOc1ccc(N2C(=O)CC(SC(=NC)Nc3ccc(F)cc3)C2=O)cc1 (stereo unspecified)	1	0.4	3	1	3	-1	-1	-3	1.0
O=C(O)CSCC(=O)N(c1ccccc1)c1ccccc1	-7	1.2	-2	-3	2	-11	0	-3	0.2

Next section, overlapping the part above by 2 compounds.
SMILES	D1 antag	TRHR agonist	RXFP1 antagonist	D2 PAM	D1 ag	D2 antag	TRHR enhancer	D1 potentiator	D2 agonist
CCCOc1ccc(N2C(=O)CC(SC(=NC)Nc3ccc(F)cc3)C2=O)cc1 (stereo unspecified)	1	0.4	3	1	3	-1	-1	-3	1.0
O=C(O)CSCC(=O)N(c1ccccc1)c1ccccc1	-7	1.2	-2	-3	2	-11	0	-3	0.2
Cc1cc(N2CCN(C)CC2)nc2ccc(NC(=S)NCCCN3CCN(C)CC3)cc12	6	0.3	1	0	1	19	-3	1	0.0
COc1cc(OC)cc(C(=O)Nc2ccc(-c3nc4ccccc4o3)cc2)c1	3	0.9	-7	8	7	4	2	-7	1.1
O=C(CCCCCn1c(=O)[nH]c2ccsc2c1=O)N1CCN(C2CCCCC2)CC1	-7	-0.3	-13	-5	1	53*	1	-1	10
CN(CC(=O)Nc1ccccc1Cl)C(=O)Cn1cc(C(F)(F)F)cc(Cl)c1=O	-8	-0.1	1	-8	5	15	-4	-4	-0.4
CN(C)CCCOC(=O)C1c2ccccc2Oc2ccccc21	-5	0.0	3	-16	4	9	1	-4	0.0
CCOC(=O)c1c(-c2ccc(OC)cc2)oc2ccc(OCc3ccc(C(=O)OC)cc3)cc12	5	1.0	·	-8	5	·	-2	-1	·
CN(CC(=O)Nc1cccc(F)c1)C(=O)CSc1ccccc1F	5	-0.1	-4	9	1	-2	4	0	-0.5
O=C(CCCc1nc2ccccc2s1)Nc1nccs1	1	0.6	2	1	4	-3	0	-5	-0.2
COc1ccc(CNC(=O)CCc2nnc3n(C)c(=O)c4sccc4n23)cc1	-9	-2.4	·	25	0	·	12	0	-1.0
O=C(NCc1cccnc1)c1ccc(-c2cccc(Cl)c2Cl)o1	-6	-0.6	-19	10	9	59*	3	-5	1.6
CC(C)(C)CC(=O)NCCCN1CCOCC1	-4	0.8	13	-2	1	13	7	4	0.4
COc1ccc(CCNC(=O)CCc2ccccc2O)cc1OC	-6	-0.1	2	-5	4	8	-6	0	-0.1
COc1ccc(CNS(=O)(=O)CCNC(=O)c2ccccc2)cc1	-15	-0.6	-14	0	1	1	-5	-1	-0.1
CCn1cc(C(=O)NCCc2ccccc2)c(=O)c2cc(S(=O)(=O)N3CCc4ccccc4C3)ccc21	-7	1.0	·	1	0	·	5	3	0.3
Cc1cc(CNC(=O)CC2C(=O)NCCN2CC(C)(C)C)nn1C (stereo unspecified)	-39*	0.0	0	-3	-1	-5	6	8	0.5
COCCNC(=O)/C(C#N)=C/c1cc(Br)c(O)c(OC)c1	7	2.3	-5	0	4	14	4	1	2.0
Cc1c(C(=O)NCc2ccccc2CN2CCCC2)oc2c(F)cccc12	-6	-1.0	-39	-12	0	-10	6	-4	0.1
CCOC(=O)C1=C(c2ccccc2)NC(=S)NC1C (stereo unspecified)	-5	-0.6	-1	-5	0	-10	23	0	0.6
CCOC(=O)c1c(-c2ccccc2)oc2ccc(O)c(CN3CCN(C)CC3)c12	5	0.3	?	1	16	-4	15	-3	1.0
CCOC(=O)c1cc(C#N)c(N)nc1C	1	0.0	-8	17	1	-12	24	1	1.6
CCOC(=O)N1CCN(S(=O)(=O)c2ccc3c(c2)CCN3C(=O)C2CC2)CC1	-14	0.2	1	6	-1	1	-4	-3	0.0
CCC(NC(=S)NCc1ccc(F)cc1)c1ccc(C)cc1 (stereo unspecified)	-3	3.8	2	2	60*	-1	-2	-1	4.7
COc1ccc(S(=O)(=O)N2CCN(CC(=O)Nc3cc(OC)cc(OC)c3)CC2)cc1	30	-0.2	4	-6	0	-3	3	4	-0.7
C#CCN(N(C)c1ncc(C(F)(F)F)cc1Cl)S(=O)(=O)c1ccc2ccccc2c1	·	1.4	11	·	2	·	-1	-4	·
COc1ccc(NC(=O)c2ccc(Cc3ccc(C)cc3)o2)cc1	7	-0.5	0	17	-2	-30	6	1	0.5
Cc1cccc(N2CCN(c3cccc(C)c3)C2c2cccnc2)c1	-10	-0.3	-2	-6	0	29	-5	3	-0.6
N#Cc1c(/N=C/N2CCOCC2)sc2c1CCCCC2	4	-0.2	-8	-1	2	-5	4	-8	0.4
O=C(c1ccc2c(c1)OCO2)N(CC1CCCO1)C1(C(=O)NC2CCCCC2)CCCCC1 (stereo unspecified)	6	-0.8	0	13	3	20	-1	-5	-0.8
Cc1ccccc1OCC(=O)N1N=C(C(F)(F)F)CC1(O)C(C)(C)C (stereo unspecified)	15	-0.4	-14	-3	59*	6	1	5	-0.8
COc1cc(-c2nc(SCC(=O)Nc3ccc(C)cc3)c(-c3ccc(F)cc3)[nH]2)cc(OC)c1OC	-35*	-1.3	-30	-2	4	·	6	-5	-0.4
O=C1c2ccccc2C(=O)N1CC1c2ccccc2CCN1C(=O)CN1CCOCC1 (stereo unspecified)	5	-0.2	-14	-3	2	1	-8	-3	0.1
COc1cccc(CNC(=O)CCNS(=O)(=O)c2ccc(C)cc2)c1	-1	-1.4	-1	10	4	-2	10	3	-0.2
O=C(OCC(=O)c1cccs1)c1ccc(NC(=O)c2ccco2)cc1	-33*	-0.1	-5	-6	7	-5	-4	-10	-0.2
Cc1ccn(CC(=O)NC2CC(C)(C)Cc3c2cnn3-c2ccc(F)cc2)n1 (stereo unspecified)	-1	-2.1	-6	-17	2	-8	1	7	-0.2
O=C(NCc1ccco1)/C(=C\c1cccs1)NC(=O)c1ccccc1	3	0.1	1	-7	4	-1	-6	0	-0.8
Nc1c(C(=O)CSc2nnc(N3CCOCC3)n2-c2cccc(F)c2)c(=O)[nH]c(=O)n1C1CC1	-6	0.0	-2	7	1	-2	7	-1	-0.4
COc1ccc(-c2cc(-c3ccccc3)nc(-c3ccc4c(c3)NC(=O)CO4)c2)cc1	0	1.4	-3	5	1	-9	-1	-5	-0.8
Cc1cc(C)c(C(=O)C(C)OC(=O)c2ccccn2)cc1C (stereo unspecified)	7	-0.7	-1	4	7	-9	2	10	-0.5
Cc1ccc(S(=O)(=O)Nc2c(C)n(C)n(-c3ccccc3)c2=O)cc1C(=O)NCc1ccccc1	-9	-0.8	5	-6	1	-6	-10	2	-0.1
COC(=O)C(C)Sc1nnc(Cc2cc(=O)[nH]c(=O)[nH]2)n1-c1cc(C)ccc1C (stereo unspecified)	-29	0.2	·	-4	2	-7	-7	-5	-1.0
Cc1ccc(OCCCC(=O)NC(C)c2ccccc2)cc1 (stereo unspecified)	-8	-0.8	-5	-6	2	5	-2	2	0.2
CCOc1ccccc1NC(=O)Cn1c(=O)nc(-c2ccccc2F)c2cc(Cl)ccc21	-43*	-0.1	-15	4	-3	·	0	2	0.4
COc1ccc(-c2cc3ccccc3cn2)cc1	·	-0.3	·	3	-3	-27	3	0	-0.2

D1 antag, what is marked active above
compound,D1 antag,TRHR agonist,RXFP1 antagonist,D2 PAM,D1 ag,D2 antag,TRHR enhancer,D1 potentiator
Cc1cc(CNC(=O)CC2C(=O)NCCN2CC(C)(C)C)nn1C (stereo unspecified),-39*,0.0,0,-3,-1,-5,6,8
COc1cc(-c2nc(SCC(=O)Nc3ccc(C)cc3)c(-c3ccc(F)cc3)[nH]2)cc(OC)c1OC,-35*,-1.3,-30,-2,4,·,6,-5
O=C(OCC(=O)c1cccs1)c1ccc(NC(=O)c2ccco2)cc1,-33*,-0.1,-5,-6,7,-5,-4,-10
CCOc1ccccc1NC(=O)Cn1c(=O)nc(-c2ccccc2F)c2cc(Cl)ccc21,-43*,-0.1,-15,4,-3,·,0,2

Random draw from the library. Share with any hit: about 7.3%.
